# High-throughput results: PubChem, National Center for Advancing Translational Sciences (NCATS)
# TDP1 cell CPT: DT40-hTDP1 cell growth loss with CPT; chicken DT40 Tdp1-/-;hTDP1 cells + 20 nM CPT, ATP luminescence, 48 h; Potency, µM (top dose mostly 46.2 µM), inactives show at the top dose activity change, negative = growth inhibition, most hits filed as inhibitors; 420,000 tested, 12% active; note: nearly all actives have a fitted effect of over 55% in size
#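 Chicken DT40 Tdp1-/- cells stably complemented with human TDP1 were seeded at 400 cells/well in medium containing 20 nM camptothecin, exposed to pin-transferred compounds, and grown at 37 °C for at least 48 hr. Viability was read as ATP luminescence.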
# TDP1 cell noCPT: qHTS for Inhibitors of human tyrosyl-DNA phosphodiesterase 1 (TDP1): qHTS in cells in absence of CPT | DT40 Tdp1-/- hTDP1 cells, no CPT, ATP luminescence, 48 h | Potency, µM (top dose mostly 46.2 µM), inactives show at the highest dose activity change, negative = growth inhibition, hits mostly inhibitors | 420,000 tested, 15% active; note: nearly all actives have a fitted effect of over 55% in size
#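 Chicken DT40 Tdp1-/- cells stably complemented with human TDP1 were seeded at 400 cells/well with DMSO in place of 20 nM camptothecin. After compound pinning, cells grew at least 48 hr at 37 °C; viability read by CellTiter-Glo luminescence.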
# GCN5L2 inh: inhibitors of human GCN5L2 histone acetyltransferase | GCN5L2 HAT assay, ThioGlo1 CoA-SH fluorescence | Potency, µM (top dose mostly 58.9 µM), for the others: top-dose activity change, negative = inhibition, actives largely listed as inhibitors | 390,000 tested, 0.21% active | Q92830 | AID 504327
# Target sequence (Q92830 whole entry, looked up): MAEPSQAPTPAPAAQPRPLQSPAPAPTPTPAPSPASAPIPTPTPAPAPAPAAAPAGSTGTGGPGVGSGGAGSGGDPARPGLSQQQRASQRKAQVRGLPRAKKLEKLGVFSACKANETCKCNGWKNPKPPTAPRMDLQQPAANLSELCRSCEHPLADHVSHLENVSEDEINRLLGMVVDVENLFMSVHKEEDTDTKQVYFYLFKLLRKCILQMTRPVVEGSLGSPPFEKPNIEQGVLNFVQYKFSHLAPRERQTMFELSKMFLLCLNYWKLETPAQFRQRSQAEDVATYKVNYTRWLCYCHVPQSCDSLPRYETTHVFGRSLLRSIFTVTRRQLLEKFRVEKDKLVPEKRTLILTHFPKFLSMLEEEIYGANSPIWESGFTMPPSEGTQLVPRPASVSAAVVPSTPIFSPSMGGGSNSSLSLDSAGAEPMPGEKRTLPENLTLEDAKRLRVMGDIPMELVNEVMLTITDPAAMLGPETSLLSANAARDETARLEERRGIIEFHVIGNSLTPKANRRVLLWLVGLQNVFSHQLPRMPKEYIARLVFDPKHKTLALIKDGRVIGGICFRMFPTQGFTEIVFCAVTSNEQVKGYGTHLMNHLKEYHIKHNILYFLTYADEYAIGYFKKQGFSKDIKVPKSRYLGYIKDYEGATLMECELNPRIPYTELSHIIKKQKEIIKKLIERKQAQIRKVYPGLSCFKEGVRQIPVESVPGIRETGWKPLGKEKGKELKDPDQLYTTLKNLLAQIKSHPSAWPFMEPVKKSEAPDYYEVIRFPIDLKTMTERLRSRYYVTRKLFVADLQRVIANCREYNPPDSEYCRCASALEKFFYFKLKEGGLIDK
#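 ThioGlo1-coupled HAT assay: 20nM GCN5L2, 70uM acetyl-CoA, 75uM H3(1-25) peptide, pH 7.5. Fluorescence read at 340/540nm at start and after 20 min at room temperature.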
# The depositor's hits bear a star; ? = inconclusive; nt = no result given; [ ] = remark or other dose. Calls come from the whole dose curve; as a rule, active = well fitted curve in the direction sought with a large enough effect; inconclusive = small, poorly fitted or top-dose-only effect, or another doubt; inactive = no such curve, though single readings can be large; an effect the other way counts as inactive or inconclusive. % is set by controls: 0 for no effect and ±100 for the full control effect; potency is the fitted concentration of half-maximal effect.
SMILES,TDP1 cell CPT,TDP1 cell noCPT,GCN5L2 inh
O=C(Nc1ccccc1C(=O)NCC1CCCO1)c1ccccc1F (stereo not given),7%,12%,4%
O=C(CSc1nc2c([nH]c3ccccc32)c(=O)n1-c1cccc(Cl)c1)NCc1ccccc1,?,?,12%
Cc1nnc2sc(SCC(=O)Nc3nccs3)nn2c1=O,?,?,-4%
Cc1cc(OCCCN2CCN(Cc3ccccc3)CC2)ccc1[N+](=O)[O-],23µM*,12µM*,-3%
CC(=O)CSc1ccc(-c2nc3cc(C)c(C)cc3[nH]2)cn1,?,?,-4%
CC(=O)c1ccc(S(=O)(=O)NCCc2cn3ccc(C)cc3n2)cc1,-5%,-13%,nt
COc1ccc(-n2ncc3c2ncn2nc(-c4ccc(OC)c(OC)c4)nc32)cc1,1%,-8%,5%
O=C(OC[C@H]1O[C@@H](OC(=O)c2cc(O)c(O)c(OC(=O)c3cc(O)c(O)c(O)c3)c2)[C@H](OC(=O)c2cc(O)c(O)c(OC(=O)c3cc(O)c(O)c(O)c3)c2)[C@@H](OC(=O)c2cc(O)c(O)c(OC(=O)c3cc(O)c(O)c(O)c3)c2)[C@@H]1OC(=O)c1cc(O)c(O)c(OC(=O)c2cc(O)c(O)c(O)c2)c1)c1cc(O)c(O)c(OC(=O)c2cc(O)c(O)c(O)c2)c1,4.2µM*,4.6µM*,?
Cc1nnc(SCC(=O)N2CCOCC2)c2ccccc12,-1%,-14%,-3%
COc1cccc(-c2nc3cc4c(cc3cc2CN(C(=O)c2cc(C)nn2C)C2CC2)CCC4)c1OC,4.1µM*,16µM*,nt
O=C(CC(C(=O)O)c1ccccc1)Nc1cccc2ccccc12 (stereo not given),13%,1%,3%
Cc1cccc(C)c1NC(=O)CN1C(=O)c2cccc3cccc1c23,?,-13%,-4%

# 5 records drawn at random from the list so far:
SMILES,TDP1 cell CPT,TDP1 cell noCPT,GCN5L2 inh
Cc1nnc(SCC(=O)N2CCOCC2)c2ccccc12,-1%,-14%,-3%
O=C(CSc1nc2c([nH]c3ccccc32)c(=O)n1-c1cccc(Cl)c1)NCc1ccccc1,?,?,12%
Cc1cccc(C)c1NC(=O)CN1C(=O)c2cccc3cccc1c23,?,-13%,-4%
CC(=O)c1ccc(S(=O)(=O)NCCc2cn3ccc(C)cc3n2)cc1,-5%,-13%,nt
O=C(OC[C@H]1O[C@@H](OC(=O)c2cc(O)c(O)c(OC(=O)c3cc(O)c(O)c(O)c3)c2)[C@H](OC(=O)c2cc(O)c(O)c(OC(=O)c3cc(O)c(O)c(O)c3)c2)[C@@H](OC(=O)c2cc(O)c(O)c(OC(=O)c3cc(O)c(O)c(O)c3)c2)[C@@H]1OC(=O)c1cc(O)c(O)c(OC(=O)c2cc(O)c(O)c(O)c2)c1)c1cc(O)c(O)c(OC(=O)c2cc(O)c(O)c(O)c2)c1,4.2µM*,4.6µM*,?

# Continuation.
SMILES,TDP1 cell CPT,TDP1 cell noCPT,GCN5L2 inh
CCCCOc1ccc(/C=C/C(=O)N(CC)CC(=O)Nc2ccc3c(c2)OCCO3)cc1OC,?,-23%,-22%
CC(/C=N/n1c(-c2ccco2)n[nH]c1=S)=C\c1ccco1,-14%,4%,-17%
Cc1cccc(C(c2c(C)nn(-c3ccccc3)c2N)c2c(C)nn(-c3ccccc3)c2N)c1,-28%,-24%,1%
Cc1noc(C)c1NC(=O)N(C)C[C@@H]1Oc2ncc(C#CC3CC3)cc2C(=O)N([C@@H](C)CO)C[C@@H]1C,5%,-3%,nt
COc1ccc(NC2CCCN(C(=O)c3ccccc3-c3ncc[nH]3)C2)cc1 (stereo not given),-17%,-7%,nt
Cc1cc(C)nc(NC(C)(C)C(=O)O)n1,1%,-9%,-4%
CN(C)c1cccc(C(=O)NNC(=O)CSc2ccccc2)c1,12%,2%,0%
O=C(Nc1cccc(-c2ccc3nncn3n2)c1)C(F)(F)F,-7%,-7%,-10%
COc1cc(NC(=O)c2cc(C)nc3ccccc23)cc(OC)c1,?,2%,-5%
C/C(=N\NC(=O)c1ccccc1)c1ccc2c(c1)OCO2,-6%,-8%,-4%
Cc1ccc(S(=O)(=O)N2CCCC2CNC(=O)C(=O)NC2CC2)cc1 (stereo not given),11%,-20%,-11%
Cc1ccc(N(C(=O)CNC(=O)c2cccs2)C(C(=O)NC2CCCC2)c2ccncc2)cc1 (stereo not given),-1%,-17%,1%
COc1cc(N)c(Cl)cc1C(=O)OCC(=O)c1cccs1,21%,-19%,-9%
CC(C)(/C=N/NC(=O)CSCc1ccccc1Cl)CCC#N,0%,-19%,-1%
COc1ccc(C(=O)CSC#N)cc1OC,3.3µM*,2.9µM*,-9%
O=C(NCCC1=CCCCC1)c1ccc(F)cc1,?,?,-3%
COC(=O)C1CCN(C(=O)c2oc3c(Cl)cc(C)cc3c2C)CC1,?,21µM*,-10%
CCOCC(=O)Nc1ccc2c(c1)OCCO2,-11%,-6%,-3%
COc1ccc(S(=O)(=O)N(Cc2ccco2)Cc2cc3ccccc3[nH]c2=O)cc1,?,?,1%
COc1cc(C2CC(=O)Oc3cc(O)ccc32)cc(OC)c1OC (stereo not given),2%,-3%,-1%
CCNC(=O)NC(=O)C(C)SCc1ccccc1C (stereo not given),-8%,-9%,2%
CNS(=O)(=O)c1ccc(CCC(=O)N2CCOCC2)cc1,?,?,nt
CCCN(CCO)Cc1cccc(Cl)c1,-9%,-12%,0%
O=c1c2cc(Br)ccc2nc2n1CCCCC2,-12%,-3%,0%
CCc1ccccc1-n1c(-c2ccncc2)n[nH]c1=S,-10%,-3%,-13%
O=C(/C=C/c1ccc(F)cc1)NC(Cc1c[nH]c2ccccc12)C(=O)O (stereo not given),6%,-6%,-8%
O=C(NCCN1CCCCC1)c1ccc(=O)oc1,2%,8%,nt
CC(C)[C@H](NC(=O)c1ccccc1Cl)C(=O)OCC(=O)N1CCCCC1,14%,-17%,1%
O=C(N1CCOCC1)C12CCC3CC(CC(C3)C1)C2,-16%,?,-4%
COc1cc(NS(=O)(=O)c2ccc(NC(=O)C3CCCO3)cc2)nc(OC)n1 (stereo not given),9%,1%,-10%
CC1=C(C(=O)Nc2ccccc2)C(c2ccc(O)cc2)n2nc(-c3ccc(Cl)cc3)nc2N1 (stereo not given),?,?,-12%
Cc1ccccc1-n1nnnc1SCC(C)C,-2%,?,0%
CCCn1c(=O)c(C(=O)Nc2ccccc2C(=O)OCC)c(O)c2ccccc21,?,?,-11%
O=C(Nc1nccs1)c1cc(-c2ccccc2)nc2ccccc12,-5%,?,-7%
CCc1cnc2c(c1SCC(=O)Nc1ccc(C(=O)OC)cc1)c(=O)n(C)c(=O)n2C,1%,-19%,-10%
CCOC(=O)c1nnc(-c2ccccc2)o1,-11%,7%,-2%
COc1ccc(OC)c(-c2csc(NC(=O)CSc3ccc([N+](=O)[O-])cc3)n2)c1,?,16µM*,-8%
CCOc1cc(/C=C(\C#N)C(=O)Nc2ccc(C)cc2)ccc1OCc1cc(=O)n2nc(CC)sc2n1,-1%,-14%,0%
CN(C)c1ccc(CNn2cnnc2SCC(=O)NC(C)(C)C)cc1,6%,-7%,-2%
CC(=O)c1nc2ccccc2n1Cc1ccccc1,3%,-1%,5%
COc1cccc(C(=O)/C=C/Nc2cc(C)ccc2O)c1,?,?,-5%
CC1Cc2cc(/C(O)=C3/C(=O)C(=O)N(CC4CCCO4)C3c3ccco3)ccc2O1 (stereo not given),1%,-25%,-8%
COc1ccc(NC(=O)C2CCN(S(=O)(=O)c3cc(-c4noc(C)n4)ccc3C)CC2)cc1,-27%,?,-11%
Cc1cccc(NS(=O)(=O)c2cnc[nH]2)c1,-11%,-13%,0%
CC(=O)N1CCc2cc(S(=O)(=O)NCCC(=O)N3CCN(Cc4ccccc4)CC3)ccc21,?,21µM*,-1%
COCCN(C(=O)COC(=O)COc1ccc2ccccc2c1)c1c(N)n(Cc2ccccc2)c(=O)[nH]c1=O,13%,16%,nt
COc1cccc(C(C#N)N2CCCCC2)c1O (stereo not given),-1%,3%,-3%
CC(C)(C)CC(C)(C)N=C1Nc2ccccc2N[C@]12C[C@H]1CCCC(=O)N3CC[C@@H](C2)[C@@H]13,?,?,nt
COC(=O)C(NC(C)=O)(Nc1nc2ccc(C)cc2s1)C(F)(F)F (stereo not given),-6%,-20%,-7%[0.501 µM]
Cc1ccccc1NC(=O)CSc1nc(COc2ccccc2)nc2ccccc12,?,-30%,-5%
CCN1C(=O)[C@@H]2[C@H](C1=O)[C@@H]1C[C@H]3C(=O)N(CC)C(=O)[C@H]3[C@@H]3C1=C(C(=O)N1C(=O)OC(=NCC4CC4)[C@]31C)[C@@H]2C,-8%,3%,1%
CCOc1ccc(S(=O)(=O)N2CCN(c3ccc(OC)cc3)CC2)c2cccnc12,-27%,-22%,-3%
Cn1ncc(Cl)c1C(=O)N1CCN(c2cccc(Cl)c2)CC1,?,?,-21%
COc1ccccc1NCc1cccn1-c1nnc(N2CCCCCC2)s1,?,?,15%
CCC(C)(C)C1CCC(NC(=O)N2CCN(c3ccccc3O)CC2)CC1 (stereo not given),-25%,?,1%
O=C(NCc1ccco1)Oc1ccccc1,-13%,-8%,nt
CCn1c(C)[n+](CCOC(C)=O)c2cc(Cl)c(Cl)cc21,0%,11%,-5%
CS(=O)(=O)N1CCC2CC1c1cc(-c3ccccc3)ccc12 (stereo not given),?,?,nt
COc1cccc(/C=N/Nc2nc(-c3cccnc3)nc3ccccc23)c1,16µM*,16µM*,-5%
CSc1cccc(NC(=O)COC(=O)C2(c3ccccc3)CC2)c1,9%,6%,-12%

# Later entries.
SMILES,TDP1 cell CPT,TDP1 cell noCPT,GCN5L2 inh
Cc1ccccc1NCC(=O)N/N=C\c1ccc([N+](=O)[O-])s1,8.2µM*,9.2µM*,-18%
CCn1c(CC(=O)Nc2ccc(F)cc2)nnc1SCC(=O)Nc1nnc(C)s1,-13%,?,-1%
Cc1ccc(CNC(=O)c2ccc(Cn3c(SCc4ccc(F)cc4)nc4cccnc43)cc2)o1,?,?,-7%
CN(C(=O)CS(=O)(=O)Cc1ccccc1Cl)c1ccccc1,16%,-3%,-1%
Cc1ccc(C(=O)N2CCC(Cc3ccccc3)CC2)cc1[N+](=O)[O-],?,?,-7%
CCOc1ccc2[nH]cc(C(=O)NCc3ccc(F)cc3)c(=O)c2c1,?,?,-13%
Cc1ccc(CNC(=O)C(NS(=O)(=O)c2cccc3nsnc23)C(C)C)cc1 (stereo not given),9%,21%,-4%
O=C(Nc1cccc(Br)c1)C1CCCC1,2%,0%,nt
CCC1CCCCN1CCCNC(=O)Cn1c(=O)c2cccn2c2cccnc21 (stereo not given),-6%,-1%,-3%
CCOC(=O)c1c(C)cc2c(CO)n[nH]c(=O)c2c1C,?,?,nt
Cc1ccc(C(=O)CC(=O)c2cccc(F)c2)c(O)c1,7.3µM*,6.5µM*,-3%
COc1ccc(CCN2C(=O)c3ccccc3C2c2nnnn2-c2c(C)cccc2C)cc1OC (stereo not given),23µM*,12µM*,nt

# A few values from the entries so far:
# In GCN5L2 inh, `Cc1ccc(C(=O)CC(=O)c2cccc(F)c2)c(O)c1` has -3%
# In TDP1 cell CPT, `CCC1CCCCN1CCCNC(=O)Cn1c(=O)c2cccn2c2cccnc21` (stereo not given) has -6%
# In GCN5L2 inh, `Cc1ccc(C(=O)N2CCC(Cc3ccccc3)CC2)cc1[N+](=O)[O-]` has -7%

# The listing continues:
SMILES,TDP1 cell CPT,TDP1 cell noCPT,GCN5L2 inh
O=C(CNS(=O)(=O)c1ccccc1)Nc1ccc(C(F)(F)F)cc1,16µM*,16µM*,-1%
CC(C)=CCN1CCN(Cc2cccc3nonc23)CC1CCO (stereo not given),0%,2%,-17%
COc1ccccc1Nc1nnc(SCC(=O)N2CCCC2=O)s1,-8%,-1%,1%
O=C(COC(=O)c1ccc(F)c(S(=O)(=O)N2CCOCC2)c1)c1ccccc1,0%,23%,-2%
Cn1nc([N+](=O)[O-])nc1Oc1ccc2ccccc2c1,15%,0%,0%
CCN(CC)S(=O)(=O)c1ccc(C(=O)OCCNC(=O)c2cccnc2)cc1,1%,-5%,0%
COCCNC(=O)C(=O)c1c(-c2ccccc2)[nH]c2ccccc12,5%,3%,-6%
O=C(NCCc1ccccc1)c1nc2nc(-c3cccs3)cc(C(F)(F)F)n2n1,21µM*,29µM*,?
COC(=O)[C@@]12CCCCN1[C@H](c1ccc(-c3ccc4c(c3)OCO4)c(OC)c1)[C@@H]1C(=O)N(C)C(=O)[C@@H]12,?,?,-9%
CCOc1ccc(/C=C/c2nc(C#N)c(N3CCN(CC)CC3)o2)cc1,6.5µM*,5.8µM*,-1%
O=C(NCC(c1ccc(F)cc1)N1CCOCC1)c1cccnc1Sc1ccc(Cl)cc1 (stereo not given),?,?,-8%
Cc1ccn2c(=O)c(C(=O)NCCC3=CCCCC3)c(O)nc2c1,23µM*,21µM*,2%

# Outcome played no part in choosing rows; 18% or so of the library scored in one or more.
